Bioassay records: PubChem BioAssay, National Center for Advancing Translational Sciences (NCATS)
VP16 counter: VP16 counterscreen qHTS for inhibitors of ROR gamma transcriptional activity; AID 2546, 2010; Potency, µM (highest dose often 53.6 µM), for inactives: at the top dose activity, negative = inhibition, actives largely listed as inhibitors; 310,000 tested, 3.5% active; Drosophila S2 Gal4-VP16 UAS-luciferase, luminescence, 20 h;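 note: Gal4-VP16 expression switched on by copper sulfate through the metallothionein promoter; % is set by controls: 0 for no effect and ±100 for the full control effect; nearly all actives have a fitted effect of over 50% in size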
PKM2 act: qHTS Assay for Activators of Human Muscle isoform 2 Pyruvate Kinase | AID 1631, 2009 | Pyruvate kinase PKM (Homo sapiens), P14618 | Potency, µM (titrated, usually from 57.5 µM), for inactives: top-dose activation, usual class: activators | 260,000 tested, 0.34% active | purified PKM2, Kinase-Glo ATP luminescence, activation; response scale: 0% is enzyme alone, no compound; note: % is set by controls: 0 for no effect and ±100 for the full control effect; nearly all actives have a fitted effect of over 55% in size
Target sequence (P14618 whole entry, looked up, canonical isoform): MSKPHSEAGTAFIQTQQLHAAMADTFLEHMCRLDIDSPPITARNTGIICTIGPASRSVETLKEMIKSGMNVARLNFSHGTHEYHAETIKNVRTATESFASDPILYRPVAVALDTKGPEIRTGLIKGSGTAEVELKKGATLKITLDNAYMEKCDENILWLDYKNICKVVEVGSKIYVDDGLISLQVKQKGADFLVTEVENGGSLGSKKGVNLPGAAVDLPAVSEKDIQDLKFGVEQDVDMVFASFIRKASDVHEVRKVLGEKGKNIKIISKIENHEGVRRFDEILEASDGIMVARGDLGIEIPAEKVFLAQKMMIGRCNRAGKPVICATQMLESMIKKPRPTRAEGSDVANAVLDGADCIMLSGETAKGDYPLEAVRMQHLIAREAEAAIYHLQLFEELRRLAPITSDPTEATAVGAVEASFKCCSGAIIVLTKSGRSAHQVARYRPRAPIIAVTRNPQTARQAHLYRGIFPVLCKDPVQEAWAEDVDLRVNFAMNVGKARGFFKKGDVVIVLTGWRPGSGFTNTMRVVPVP
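Purified hPK-M2 (>95%) run at intermediate activity with 0.1 mM ADP and 0.5 mM PEP in 50 mM imidazole pH 7.2, KCl, MgCl2; 1 h room temperature. ATP formed read by Kinase-Glo luminescence; normalized to uninhibited and no-enzyme controls.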
RORg inh: qHTS for inhibitors of ROR gamma transcriptional activity; Nuclear receptor ROR-gamma (Mus musculus), P51450; Drosophila S2 Gal4-RORgamma UAS-luciferase reporter, 20 h; Potency, µM (doses to about 53.6 µM), for inactives: top-dose activity change, negative = inhibition, most hits filed as inhibitors; 310,000 tested, 5.4% active; note: % is set by controls: 0 for no effect and ±100 for the full control effect; nearly all actives have a fitted effect of over 60% in size
Target sequence (P51450 whole entry, looked up, the tested form may be a part): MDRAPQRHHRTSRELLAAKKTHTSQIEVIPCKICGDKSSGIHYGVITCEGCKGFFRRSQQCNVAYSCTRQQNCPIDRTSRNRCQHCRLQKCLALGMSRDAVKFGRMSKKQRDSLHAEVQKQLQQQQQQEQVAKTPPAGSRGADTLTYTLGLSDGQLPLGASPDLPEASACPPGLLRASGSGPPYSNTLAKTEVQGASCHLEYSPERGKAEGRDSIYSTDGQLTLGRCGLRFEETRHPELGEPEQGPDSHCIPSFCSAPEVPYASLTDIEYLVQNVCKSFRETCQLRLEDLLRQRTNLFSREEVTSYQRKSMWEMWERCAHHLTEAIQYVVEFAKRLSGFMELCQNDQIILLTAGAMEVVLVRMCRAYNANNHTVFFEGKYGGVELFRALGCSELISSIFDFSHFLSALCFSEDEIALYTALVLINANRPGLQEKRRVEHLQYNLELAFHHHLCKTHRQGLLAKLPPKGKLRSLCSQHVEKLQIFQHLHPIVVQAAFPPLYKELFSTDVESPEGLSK
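Drosophila S2 cells stably expressing Gal4-DBD/mouse RORγ fusion under metallothionein promoter plus UAS-luciferase; compound 1 h, then 700 uM CuSO4 induction for 20 h at ambient temperature; inhibition read as reduced luminescence.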
Menin MLL FP TR: qHTS Assay for Inhibitors Targeting the Menin-MLL Interaction in MLL Related Leukemias: Competition With Texas Red Labeled MLL-derived Mutant Peptide; Menin + Texas Red MLL mutant peptide, fluorescence polarization; Potency, µM (highest dose often 61.6 µM), for inactives: at the top dose FP activity change, negative = inhibition, hits mostly inhibitors; 270,000 tested, 0.23% active; O00255; active = well fitted inhibition curve with a large enough effect in the polarisation, with a control signal flat, not every such curve was filed as active; inconclusive = small, poorly fitted or top-dose-only effect, or effect the other way, or a change in a side signal; inactive = no such curve, though single readings can be large or run the other way; the % refers to the polarisation; note: % of control where 0% means no effect; many of its hits are not listed in these tables
The depositor's hits bear a star; ? = inconclusive; . = no result given; & = joins results of further samples; [ ] = another dose, or the depositor's remark. Unless noted, calls come from the whole dose curve; as a rule, active = well fitted curve in the direction sought with a large enough effect; inconclusive = small, poorly fitted or top-dose-only effect, or another doubt; inactive = no such curve, though single readings can be large; an effect the other way counts as inactive or inconclusive. Potency is the fitted concentration of half-maximal effect. A portion of the library. The share of hits here may be higher or lower than overall.

Structure,VP16 counter,Menin MLL FP TR,RORg inh,PKM2 act
C[C@]12CCC3c4ccc(OS(=O)(=O)O)cc4CCC3C1CCC2=O (some centres not stated),4%,16%,0%,.
COC(=O)C1=C(C)N(Cc2ccccc2)C2=C3C(=O)OCCC3[C@@](O)(C(=O)OC)C(=O)N2C1c1ccccc1 (some centres not stated),-7%[10 µM],-2%[11.7 µM],-18%[10 µM],.
O=C(O)CCCC/C=C\C[C@@H](O)/C=C/C=C/C=C\[C@@H](O)CCCC(=O)O,4%,-1%,17%,.
CN1[C@@H]2CC[C@H]1CC(OC(c1ccccc1)c1ccccc1)C2 (some centres not stated),0%&5%,7%&-6%,-9%[10 µM],.
C[C@]12CCC(=O)C=C1CCC1C2C(O)C[C@]2(C)C1CC[C@]2(O)C(=O)COC(=O)CCC(=O)O (some centres not stated),1%,0%,3%,.
CCCCCCCCCCCCSCCOCCO,4%,-9%,5%,.
COc1ncc2ncc(=O)n(CCC#N)c2n1,-16%,10%,-24%,.
O=c1c(-c2cccc(F)c2)nc2cncnc2n1Cc1ccccc1,8%,25%,12%,.
COc1ccccc1CNc1ncncc1-c1cccc(NS(C)(=O)=O)c1,5%,0%,18%,.
Cc1ccc2oc(-c3ccccc3)c(O)c(=O)c2c1,14µM*,2%[24.8 µM],6.3µM*,.
COC(=O)CCC(=O)OC1(C)C(=O)C=C2C=C(CCCNC(=O)OC(C)(C)C)OC=C2C1=O (configuration not stated),-11%,4%,1%,.
CN(C)Cc1ccccc1-c1cc(N(C)C)ncn1,2%,-12%,-3%,.
CCO[C@H](c1cc(OC)cc([N+](=O)[O-])c1OC)[C@H](C)/C=C\CC(=O)OC,5%[10 µM],-22%[11.7 µM],-12%[10 µM],.
COc1ccc2c(c1)O[C@@H](c1ccc3c(c1)OCO3)[C@H](OC(=O)NCc1ccco1)C2=O,-2%,47%[activator],36%,.
CC1C(O)CC2C(C(=O)O)=CO[C@@H](O[C@H]3OC(CO)C(O)C(O)C3O)C21 (some centres not stated),5%,1%,3%,.
Clc1ccc2nc(-c3ccccc3)[nH]c2c1,1%,13%[24.8 µM],-37%,.
COC(=O)CC1C(C)(C)C(O)C2CC3=C4CC(O)OC(c5ccoc5)[C@]4(C)CCC3[C@@]1(C)C2=O (some centres not stated),-14%,-11%,28%,.
CC[C@H](C)[C@H](NC(=O)[C@H](Cc1ccc(O)cc1)NC(=O)CNC(=O)[C@@H]1CCCN1C(=O)[C@H](CC(=O)O)NC(=O)[C@@H](N)CS)C(=O)NCC(=O)N[C@@H](CO)C(=O)N[C@@H](CCCN=C(N)N)C(N)=O,1%,7%,0%,.
Cc1ccc(NC(=O)O[C@@H]2C(=O)c3cc(Br)ccc3O[C@H]2c2ccc3c(c2)OCO3)cc1Br,0%,-15%,38%,.
Cc1ccccc1-c1cc(Nc2ccc(F)cc2)ncn1,16%,-1%,11%,.
CCNc1ncc2ncc(=O)n(Cc3cccs3)c2n1,3%,-6%,-29%,.
CC[C@H](C)[C@H](NC(=O)[C@H](CC(=O)O)NC(=O)[C@H](CC(C)C)NC(=O)[C@H](NC(C)=O)C(c1ccccc1)c1ccccc1)C(=O)N[C@H](C(=O)N[C@@H](Cc1c[nH]c2ccccc12)C(=O)O)[C@@H](C)CC,8%,1%,19%,.
CS(=O)(=O)N1CCC2(CC1)CN(c1cccc(-c3ccccc3)c1)C2,2%,18%,30%,.
O=c1nc2ccccc2c2n1C[C@H](CN1CCN(c3ccccc3)CC1)N2,-8%,3%[24.8 µM],37%,.

3 of the entries above in order of the RORg inh value, lowest first.
Compound,RORg inh
CCNc1ncc2ncc(=O)n(Cc3cccs3)c2n1,-29%
COC(=O)CC1C(C)(C)C(O)C2CC3=C4CC(O)OC(c5ccoc5)[C@]4(C)CCC3[C@@]1(C)C2=O (some centres not stated),28%
Cc1ccc(NC(=O)O[C@@H]2C(=O)c3cc(Br)ccc3O[C@H]2c2ccc3c(c2)OCO3)cc1Br,38%

The listing continues:
Structure,VP16 counter,Menin MLL FP TR,RORg inh,PKM2 act
CCCCC(CC)COS(=O)(=O)O (configuration not stated),-2%,2%,5%,.
COc1cccc2c1CCC1CC(=O)CC[C@@]21C (some centres not stated),-5%,-3%,17%,.
Cc1cccc(CNc2ncncc2-c2ccccc2C)c1,-4%,-14%,-9%,.
O=C(c1cc(C(F)(F)F)cc(C(F)(F)F)c1)N1CCC[C@@]2(CCN(c3ccccc3)C2)C1,-7%,-10%,1%,.
Clc1ccccc1-c1nc(NC2CCNCC2)c2ccccc2n1,-4%,-2%,18%,.
COc1ccc(-c2nc3cnc(Nc4cccc(OC)c4)nc3n(C[C@H]3CCCO3)c2=O)cc1,-8%,27%,-5%,.
NCCCC[C@H](NC(=O)[C@H](CS)NC(=O)[C@@H](N)Cc1cnc[nH]1)C(=O)N[C@@H](Cc1ccccc1)C(=O)N[C@@H](Cc1c[nH]c2ccccc12)C(=O)N[C@@H](Cc1c[nH]c2ccccc12)C(=O)O,-1%,6%,12%,.
c1ccc(-c2cccc(N3CC4(CCNCC4)C3)c2)cc1,8%,0%,-9%,.
CO[C@@H](C(C)C)[C@@H](C)[C@@H]1OC(=O)C[C@@H]1O,8%[10 µM],-1%[11.7 µM],31%[10 µM],.
CC(C)CO/N=C1/C[C@@H](O)[C@@H](O)[C@@H]2[C@@H]3C(=O)N(Cc4ccccc4)C(=O)[C@H]3CC[C@H]12,8%[10 µM],4%[11.7 µM],6%[10 µM],.
O=c1c(-c2ccc(F)cc2)nc2cncnc2n1Cc1ccc(F)cc1,-7%,18%,11%,.
Cc1noc(C)c1C(=O)N1CCC2(CCCN(c3ccncc3)C2)CC1,8%,10%,23%,.
COC(=O)c1nnc(C(=O)N(C)Cc2ccccc2)c2[nH]c3ccccc3c12,0%,-1%,0%,.
CC1CC2C(C(O)C[C@]3(C)C2CC[C@]3(O)C(=O)CO)[C@]2(C)C=CC(=O)C=C12 (some centres not stated),8%,2%,13%,.
COc1ccc(-n2c(=O)cnc3cnc(Oc4ccccc4)nc32)cc1,-1%,3%,11%,.
CS(=O)(=O)N1CCC2(CCN(C(=O)Nc3cccc(F)c3)CC2)CC1,6%,14%,2%,.
COc1ccc(-c2nc3cnc(OC)nc3n(-c3ccc(OC)cc3)c2=O)cc1,1%,-4%,-2%,.
NS(=O)(=O)c1cc([C@@]2(O)NC(=O)c3ccccc32)ccc1Cl,-6%[17 µM],-11%[24.8 µM],-7%[2.98 µM],.
O=C(c1csnn1)N1CCC[C@@]2(CCN(Cc3nccs3)C2)C1,-5%,-2%,13%,.
O=C(Oc1ccccc1C(=O)O)c1ccccc1O,-1%,-12%,19%,.
COc1ccc(O[C@H]2C=C[C@@H](c3ccccc3)O[C@@H]2CO/N=C(\C)CCN2CCCc3nc(C)c(C)cc32)cc1,0%[10 µM],-16%[11.7 µM],13%[10 µM],.
COc1ccc(NC(=O)c2ccc(-c3ccc(-c4noc(C)n4)cc3C)cc2)cc1OCCN(C)C,?,?,14µM*,.
CC(=O)OCC1OC(C#Cc2ccc(C)cc2C)C=CC1OC(C)=O (configuration not stated),4%[10 µM],1%[11.7 µM],21%[10 µM],.
Nc1ccc(S(=O)(=O)Nc2ccccc2)cc1,-11%,4%,-9%,.
C=C1C=CS(=O)(=O)N(C(CC(C)C)C(=O)OC)C1 (configuration not stated),-7%,8%,-5%,.
CC(=O)OC[C@@H]1O[C@H](CCO/N=C\[C@@H](C)[C@H](OCc2ccccc2)C(C)C)C=C[C@@H]1OC(C)=O,-1%[10 µM],-19%[11.7 µM],5%[10 µM],.
Cc1cc2c(nc1C)CCCCN2C[C@H](C)O/N=C\[C@@H](C)[C@H](OCc1ccccc1)C(C)C,-12%[10 µM],-11%[11.7 µM],-13%[10 µM],.
CCC1CN2CCC1CC2[C@@H](NC(=S)Nc1cc(C(F)(F)F)cc(C(F)(F)F)c1)c1cccc2ccc(OC)cc12 (some centres not stated),13%,3%,-42%,.
COc1ccc(C2CC(O)(c3ccccc3)Oc3c(C)ccc(C(C)C)c32)cc1 (configuration not stated),?,6%,39%,.
CC1CCC2C(=O)N3C(CCC(C)[C@@H]3c3ccc(Br)cc3)C(=O)N2C1c1ccc(Br)cc1 (some centres not stated),0%[10 µM],17%[11.7 µM],17%[10 µM],.
CCN(CC)CCCCn1c(-c2ccccc2)nc2c(NC3CCCCC3)nc(C)nc21,-15%,-25%,?,-1%
CNC(=O)[C@H](C)/C=C/C(NC(=O)OCc1ccccc1)c1ccc(C(=O)OC)cc1 (some centres not stated),14%,-11%,2%,2%
N#Cc1ccc(C23CC4(C2)[C@H](CN(Cc2cccnc2)[C@@H]4c2ccccc2)C3c2ccc(C(F)(F)F)cc2)cc1 (some centres not stated),5%,12%,-2%,-10%
O=C(Nc1ccc2ccccc2c1)[C@H]1C[C@@H]1[C@H](NP(=O)(c1ccccc1)c1ccccc1)c1ccccc1,-6%,18%,-4%,4%
O=C(NCc1nc2ccccc2[nH]1)[C@H]1C[C@@H]1[C@H](NP(=O)(c1ccccc1)c1ccccc1)c1ccccc1,7%,-13%,0%,-7%
COC(=O)[C@@H]1C[C@@H]2CC[C@@H](O)C[C@@H]2N1Cc1ccc(-c2ccccc2)cc1,-1%,-10%,1%,0%
CCCCNC(=O)C(c1ccc(OCC(=O)OC)c(C(=O)OC)c1)N(Cc1ccccc1)C(=O)CCCCCN1C(=O)NC(c2ccc(-c3ccccc3)cc2)C(C(=O)OCc2ccccc2)=C1C (configuration not stated),-3%,7%,6%,-15%
CC(C)(C)[Si](C)(C)c1c2c(nc3ccc(OCc4ccccc4)cc13)-c1cccc(=O)n1C2,-5%,15%,0%,-17%
CCCn1c(-c2ccc(F)cc2)nc2c(NCCCN(C)C)nc(C)nc21,5%,2%,-35%,5%
N#C/C(=C(/N)Sc1ccc(N)cc1)c1ccccc1C(F)(F)F,?,?,41%&17%,4%
O=C(NCc1cc(F)cc2c1OCCO2)[C@H]1C[C@@H]1[C@H](NP(=O)(c1ccccc1)c1ccccc1)c1ccccc1,10%,-1%,-1%,0%
COC(=O)[C@@]1(Cc2ccccc2)[C@H]2c3cc(C(=O)N(C)C)n(CCO)c3C[C@H]2CN1C(=O)c1ccccc1,2%,1%,-1%,-1%
COC(=O)[C@@H]1C[C@H]1[C@@H](NC(=O)Oc1ccc(F)cc1)c1ccccc1,-5%,-1%,29%,-4%
CCCn1c(C)nc2c(NCc3ccccc3)nc(C)nc21,10%,1%,1%,1%
CCCn1c(C)nc2c(N3CCC(N4CCN(C)CC4)CC3)nc(C)nc21,-3%,4%,0%,2%
CCCCCCN(C(=O)CCCCCN1C(=O)NC(C2CC2)C(C(=O)OCc2ccccc2)=C1C)C(C(=O)NCCCC)c1ccc(OCC(=O)OC)c(C(=O)OC)c1 (configuration not stated),-6%,?,9%,5%
Cn1c(=O)c(C(=O)COC(=O)c2cc(C(F)(F)F)nc3c(C(F)(F)F)cccc23)c(N)n(Cc2ccccc2)c1=O,-5%,8%,-16%,-1%
